Bioassay records (PubChem)
KCNK3 block: human KCNK3 channel inhibition, primary screen. B-score at 10 µM. hit rate 0.84% among 340,000. CHO-KCNK3 thallium flux, FluxOR fluorescence; stronger effect = lower value. O14649;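 active means B-score under library mean minus 4 SD, starting fluorescence ratio at most library mean plus 5 SD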;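 further: more negative B-score means stronger inhibition of thallium flux through KCNK3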
TRPC4 PAM: allosteric potentiators of mouse TRPC4 channel. Q9QUQ5. HEK293 TRPC4beta/mu-opioid, DAMGO EC20, Fluo-4 Ca2+ flux; stronger effect = higher value. B-score at 10 µM. hit rate 0.42% among 310,000. AID 2227;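 active means B-score of calcium response area above 5 SD of library B-scores, with initial fluorescence ratio within 5 SD of library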;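 further: B-score of integrated fluorescence ratio over time as area under calcium response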
KCNK9 block: inhibitors of human KCNK9 two-pore domain potassium channel; Q9NPC2; HEK293 KCNK9, FluxOR thallium flux fluorescence; stronger effect = lower value; B-score at 10 µM; hit rate 1.2% among 310,000; AID 488922;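 active means ratio B-score over 3 SD below the library mean, with starting fluorescence within 5 SD of its mean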;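 further: negative B-score means less thallium flux so channel inhibition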
KCNQ1 inh: blocks the human KCNQ1 potassium channel | CHO-K1 KCNQ1, FluxOR thallium flux fluorescence; stronger effect = higher value | P51787 | B-score at 10 µM | AID 2642 | hit rate 1.3% among 310,000;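 active means compounds whose thallium flux B-score, printed positive for inhibition, exceeds three library SD while starting fluorescence stays within three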;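 further: channel opened by potassium depolarization with thallium stimulus after 20 min compound exposure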
HDAC3 inh: human HDAC3 inhibition; O15379; recombinant HDAC3, fluorogenic peptide/trypsin coupled, fluorescence; inhibition, % at 8.3 µM; hit rate 0.15% among 320,000; AID 2718; in the data active means inhibition above about 26%, passing the limit was not always enough
TRPC4 act: opens the mouse TRPC4 cation channel; AID 2237; Q9QUQ5; B-score at 10 µM; hit rate 0.49% among 310,000; HEK293 TRPC4beta/mu-opioid, Fluo4 calcium fluorescence; stronger effect = higher value;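 active means B-score above 5 SD of library B-scores, and initial fluorescence ratio not above library mean plus 5 SD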;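 further: positive B-score marks a calcium rise read as TRPC4 activation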
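System: HEK293 cells stably co-expressing mouse TRPC4beta and mu-opioid receptor; Schedule: Fluo4 dye loading 45 min at room temperature, 110 s recording; Detection: Fluo4 fluorescence, kinetic; Evaluation: B-scored integrated calcium fluorescence ratio; Controls: buffer (low) and maximal DAMGO (high).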
Dyrk1A ADPGlo: inhibitors of rat Dyrk1A kinase; Q63470; AID 504441; hit rate 0.43% among 310,000; inhibition, % at 12.5 µM; ADP-Glo luminescence, NFATc1 peptide; in the data active means inhibition above about 50%;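 further: plate controls were vehicle with enzyme for no effect and no enzyme for full effect; many of its hits are not listed in these tables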
ANO1 activ: activators or potentiators of mouse TMEM16A chloride channel. Q8BHY3. HEK293 TMEM16A/YFP-H148Q/I152L, iodide quench fluorescence; stronger effect = lower value. B-score at 10 µM. hit rate 0.3% among 340,000. AID 623877;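 active means fluorescence-ratio B-score plate-corrected deviation score at least 3 library SD below zero, with starting fluorescence score within 5 deviations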;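 further: channel opened by trigger with iodide after compound preincubation; score built on the fluorescence ratio of max minus min over baseline; more negative score means more quench and so TMEM16A activation or potentiation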
ANO1 block: inhibitors of mouse TMEM16A calcium-activated chloride channel | Q8BHY3 | hit rate 1.2% among 310,000 | HEK293 TMEM16A/YFP iodide influx fluorescence, ionomycin | normalized B-score (activity score, 25-100; higher = stronger inhibition) at 10 µM | AID 588511;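 active means ratio plate-corrected score three or more library SD toward inhibition, starting fluorescence score within five deviations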;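 further: score derived from kinetic fluorescence span divided by baseline fluorescence per well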
hERG rescue: shields human hERG channel from block by proarrhythmic agents | CHO-hERG, FluxOR thallium flux, dofetilide IC70 present | activation (rescue from dofetilide block), less the hit threshold, % at 10 µM | hit rate 0.51% among 310,000;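 active means activation above the mean of controls blocked by dofetilide plus 5 SD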;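 further: thallium influx through hERG after potassium depolarization seen as dye fluorescence rise; in these data hits start at about 4.7%; inactives centre near -7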
Target sequence (Q12809 whole entry, looked up): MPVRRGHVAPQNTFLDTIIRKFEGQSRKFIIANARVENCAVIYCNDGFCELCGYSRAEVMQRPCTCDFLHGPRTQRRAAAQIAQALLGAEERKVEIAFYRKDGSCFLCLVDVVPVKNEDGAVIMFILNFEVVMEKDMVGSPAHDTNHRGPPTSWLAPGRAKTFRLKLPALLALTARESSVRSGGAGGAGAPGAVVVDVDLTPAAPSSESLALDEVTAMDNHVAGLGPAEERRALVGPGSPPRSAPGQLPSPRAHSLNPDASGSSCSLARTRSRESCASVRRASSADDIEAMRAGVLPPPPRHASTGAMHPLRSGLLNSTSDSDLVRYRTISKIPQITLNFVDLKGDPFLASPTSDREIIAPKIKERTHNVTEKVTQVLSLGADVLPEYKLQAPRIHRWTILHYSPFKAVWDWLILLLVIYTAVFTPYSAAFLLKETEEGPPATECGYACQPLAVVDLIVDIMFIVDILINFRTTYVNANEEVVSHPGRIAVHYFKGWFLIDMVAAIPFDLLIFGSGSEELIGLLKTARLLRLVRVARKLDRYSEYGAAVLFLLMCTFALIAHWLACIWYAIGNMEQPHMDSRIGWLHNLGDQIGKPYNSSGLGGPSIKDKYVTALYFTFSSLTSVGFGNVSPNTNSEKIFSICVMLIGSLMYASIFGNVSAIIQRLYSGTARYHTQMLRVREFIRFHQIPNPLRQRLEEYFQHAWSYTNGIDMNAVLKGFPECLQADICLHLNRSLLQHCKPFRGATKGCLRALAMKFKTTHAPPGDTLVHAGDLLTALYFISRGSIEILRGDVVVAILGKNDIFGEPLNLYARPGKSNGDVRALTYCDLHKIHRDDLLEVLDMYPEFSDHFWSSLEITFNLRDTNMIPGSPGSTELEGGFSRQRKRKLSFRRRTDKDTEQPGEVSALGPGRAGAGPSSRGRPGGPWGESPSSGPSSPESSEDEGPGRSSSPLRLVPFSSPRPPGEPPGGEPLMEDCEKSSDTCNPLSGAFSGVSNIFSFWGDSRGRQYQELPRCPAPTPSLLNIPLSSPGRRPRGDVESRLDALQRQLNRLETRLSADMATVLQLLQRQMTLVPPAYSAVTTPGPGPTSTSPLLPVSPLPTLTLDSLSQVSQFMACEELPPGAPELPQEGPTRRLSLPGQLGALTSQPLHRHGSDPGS
KCNQ1 pot: potentiators or activators of human KCNQ1 potassium channel. P51787. CHO-K1 KCNQ1, thallium flux FluxOR fluorescence; stronger effect = higher value. B-score at 10 µM. hit rate 0.35% among 310,000;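 active means fluorescence ratio B-score, a plate-corrected score, at least three library SD, with initial intensity B-score within 5 SD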
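Assay system: stable KCNQ1 CHO-K1 line; medium: assay buffer, equal DMSO in all wells; timing: 90 min dye loading and 20 min compound exposure, both at room temperature; technique: kinetic FluxOR thallium fluorescence, 10-s 1-Hz baseline, 110-s post-stimulus read; read-out basis: B score of baseline-normalized fluorescence ratio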
An asterisk follows results filed as active; i = inactive; / = no result given. The list is partial; count on the stated rates, not on these rows.

SMILES	KCNK3 block	TRPC4 PAM	KCNK9 block	KCNQ1 inh	HDAC3 inh	TRPC4 act	Dyrk1A ADPGlo	ANO1 activ	ANO1 block	hERG rescue	KCNQ1 pot
Cn1c(=O)c2c(SCc3cccc(C(F)(F)F)c3)nc(-c3ccco3)nc2n(C)c1=O	i	i	i	i	0	i	-6	i	i	-6	i
O=C(CCN1CCCCC1=O)NC1CCCc2c1cnn2-c1ccccc1F (stereo not drawn)	i	i	i	i	13	i	-2	i	i	-7	i
CCOC(=O)c1c(C)nc2c(c1-c1cc(OC)c(OC)c(OC)c1)C(=O)c1ccccc1-2	i	i	i	i	-2	i	-2	i	i	-4	i
O=C(Nc1ccccn1)NC12CC3CC(CC(C3)C1)C2	i	i	i	i	-5	i	1	i	i	-12	i
Cc1nc(N)nc(Cl)c1Cc1ccc(Cl)cc1	i	i	i	i	14	i	3	i	i	-10	i
Cc1ccc(CN(C)CC(=O)Nc2ccc3c(c2)CCC3)cc1	i	i	i	6*	-7	i	-3	i	i	-10	i
Nc1ccc2c3c(cccc13)C(=O)N(c1ccccc1)C2=O	i	i	i	i	/	i	/	i	/	-42	i
N=c1n(-c2ccccc2)c(O)cc(=O)n1-c1ccccc1	i	i	i	i	8	i	/	i	i	-10	i
COc1cc(SC)ccc1C(=O)N1CCN(c2ccccc2)CC1	i	i	i	i	0	i	-1	i	i	-10	i
CC(=O)Nc1ccc(NC(=O)COC(=O)c2ccccn2)cc1	i	i	i	i	1	i	2	i	i	-19	i
COc1ccc(S(=O)(=O)Nc2ccccc2OC)cc1NC(=O)Cc1cccs1	i	i	i	i	0	i	-1	i	i	-6	i
CC(C(=O)N1CCCC1)c1ccc([N+](=O)[O-])cc1 (stereo not drawn)	i	i	i	i	0	i	0	i	i	-14	i
OCCN1CNC(=S)NC1	i	i	i	i	3	i	-1	i	i	-9	i
COc1ccccc1Oc1ccc(N/C=C2/CCCC2=O)cc1	i	i	i	i	5	i	0	i	i	-2	i
COc1ccc(NC(=O)Nc2ccc(F)cc2F)cc1	i	i	i	i	3	i	1	i	i	-13	i
CCOc1ccc(-n2c(Cc3cc(=O)[nH]c(=O)[nH]3)nnc2SCC)cc1	i	i	i	i	3	i	1	i	i	-8	i
Cc1cc2c(n1-c1ccc(Br)cc1)CC(C)(C)CC2=O	i	i	i	i	2	i	7	i	i	-7	i
N#CC1=C(Nc2ccccc2)SC=C(c2ccc(Cl)c(Cl)c2)N=C1N1CCOCC1	i	i	i	i	1	i	-1	i	i	-6	i
CCCCN(CCCC)S(=O)(=O)c1ccc(OC)c2ncccc12	i	i	i	i	2	i	1	i	i	0	i
CCCCC1(C(=O)OCC)CC(CSC(=N)N)OC1=O (stereo not drawn)	i	i	i	i	15	i	3	i	i	-5	i
O=C1CC(c2ccccc2)n2nc(NC(=O)c3ccccn3)nc2N1 (stereo not drawn)	i	i	i	i	9	i	-1	i	i	-5	i
Cc1cc(Cl)ccc1OCC(=O)NCCCN1CCOCC1	i	i	i	i	3	i	5	i	i	-6	i
CC(=O)N1CCN(C(=O)c2ccc(Oc3ccccc3)cc2)CC1	i	i	i	i	-5	i	/	i	i	-8	i
Cc1cc(N/N=C/c2ccc(O)cc2O)c2ccccc2n1	i	i	i	i	-8	i	/	i	i	-6	i
CCCCN1C(=O)NC(NS(=O)(=O)c2ccc(N)cc2)(C(F)(F)F)C1=O (stereo not drawn)	i	i	i	i	-3	i	-6	i	i	-1	i
Next records follow.
SMILES	KCNK3 block	TRPC4 PAM	KCNK9 block	KCNQ1 inh	HDAC3 inh	TRPC4 act	Dyrk1A ADPGlo	ANO1 activ	ANO1 block	hERG rescue	KCNQ1 pot
CC1CCN(S(=O)(=O)c2cccc(C(=O)Oc3ccc([N+](=O)[O-])cc3)c2)CC1	i	i	i	i	1	i	11	i	i	-5	i
O=C(Nc1ccccc1F)c1ccc(Br)o1	i	i	i	i	-1	i	3	i	i	-3	i
Cc1ccc(NC(=O)COC(=O)Cn2c(C)csc2=O)c([N+](=O)[O-])c1	i	i	i	i	-1	i	3	i	i	-11	i
Cc1cc2ccccc2n1CCNC(=O)c1cccs1	i	i	i	i	/	i	1	i	i	-11	i
Cc1nn(Cc2nnc(SCC(=O)Nc3cccc(C(F)(F)F)c3)n2C)c(C)c1[N+](=O)[O-]	i	i	i	i	9	i	9	i	i	-3	i
O=C(O)CSc1nc(C(F)(F)F)cc(=O)n1-c1ccccc1	i	i	i	i	-3	i	4	i	i	-8	i
CCOC(=O)N1CCN(C(=O)CSCC(=O)Nc2nc(-c3cccs3)cs2)CC1	i	i	i	i	5	i	5	i	i	-10	i
C=CCc1cccc2cc(C(=O)O)c(=O)oc12	i	i	i	i	10	i	3	i	i	-10	i
Cc1cccc(NC(=O)CC2c3ccccc3Oc3ccccc32)c1	i	i	i	i	2	i	-2	i	i	-6	i
Cc1c(/C=N/O)sc2ccccc12	i	i	i	i	-1	i	10	i	i	-6	i
NC(=O)NNC1=Nc2cccc3cccc1c23	i	i	i	i	2	i	14	i	i	1	i
CC(=O)N=c1ncn(CC(COC(C)=O)OC(C)=O)c2nc[nH]c12 (stereo not drawn)	i	i	i	i	4	i	5	i	i	-4	i
CN(CCNC(=O)CCNC(=O)Cn1ccc2ccccc2c1=O)Cc1ccccc1	i	i	i	i	-2	i	-9	i	i	-11	i
Cc1ccc(C)c(N2N=C(C(=O)Nc3ccccc3N3CCCC3)CCC2=O)c1	i	i	i	i	1	i	-4	i	i	-21	i
O=C(Nc1cccc(F)c1)NC1CCCCC1	i	i	i	i	2	i	8	i	i	-7	i
C[n+]1cccc(/C=N/Nc2nc(Cl)c(C#N)c(Cl)c2Cl)c1	i	i	i	i	4	i	/	i	i	-5	i
CC(C)(C)OC(=O)N1CCC[C@H]1C(=O)Nc1ccc(Br)cc1	i	i	i	i	5	i	-8	i	i	-6	i
Cc1ccc(SCCC(=O)OCC(=O)Nc2ccc(S(N)(=O)=O)cc2)cc1	i	i	i	i	-13	i	17	-4.9*	i	-8	i
CC(NC(=O)Nc1ccccc1Cl)c1ccc2c(c1)OCO2 (stereo not drawn)	i	i	i	i	-1	i	/	i	i	-3	i
COc1ccc(/C=C/C(=O)N[C@H](C(=O)O)C(C)C)cc1	i	i	i	i	2	i	2	i	i	-6	i
CC(=O)Nc1ccccc1OCc1nnc(-c2ccccc2Cl)o1	i	i	i	i	0	i	-1	i	i	-7	i
COc1ccc(/C=C/C(=O)NCC(=O)N/N=C/c2cccs2)cc1	i	i	i	i	1	i	1	i	i	-3	i
CCOC(=O)c1c(NC(=O)CSc2nnnn2C)sc(C)c1-c1ccc(C)cc1	i	i	-6.6*	i	-2	i	42	i	i	-14	i
CC(NC(=O)C(=O)NN=C1CCCCCC1)c1ccccc1 (stereo not drawn)	i	i	i	i	4	i	-6	i	i	-10	i
Brc1cccc(Nc2nc(-c3cccnc3)cs2)c1	i	i	i	i	10	i	13	i	i	-4	i
Further entries.
SMILES	KCNK3 block	TRPC4 PAM	KCNK9 block	KCNQ1 inh	HDAC3 inh	TRPC4 act	Dyrk1A ADPGlo	ANO1 activ	ANO1 block	hERG rescue	KCNQ1 pot
S=C(NCc1ccccc1)NC1CCSc2ccccc21 (stereo not drawn)	i	i	i	i	0	i	1	i	i	-4	i
CCC(C)NC(=O)c1cc(S(=O)(=O)N2CCCCC2)c[nH]1 (stereo not drawn)	i	i	i	i	8	i	0	i	i	-13	i
Cc1nccn1CC(=O)N/N=C/c1cc(Br)cs1	i	i	i	i	3	i	-1	i	i	1	i
O=C(CSc1nnc(-c2ccccc2)o1)N1CCc2ccccc2C1	i	i	i	i	/	i	5	i	i	-9	i
O=C(Nc1nccs1)c1ccc(Cl)s1	i	i	i	i	6	i	16	i	i	-1	i
CCc1ccc(Nc2nnc(SCC(=O)N(C)C3CCS(=O)(=O)C3)s2)cc1 (stereo not drawn)	i	i	i	i	-7	i	-5	i	i	-6	i
CCOC(=O)Cc1csc(NC(=O)C(C)c2ccc([N+](=O)[O-])cc2)n1 (stereo not drawn)	i	i	i	i	5	i	3	i	i	-4	i
O=c1c(F)cn(C2CCCO2)c(=O)n1Cc1c(Cl)cccc1Cl (stereo not drawn)	i	i	i	i	/	i	-2	i	i	-8	i
COc1ccc(NC(=O)c2ccc(N(C)S(C)(=O)=O)cc2)cc1OC	i	i	i	i	0	i	-6	i	i	-4	i
Cc1cnc(C(=O)OCC(=O)NC2CCCCCCC2)cn1	i	i	i	i	-8	i	-6	i	i	-12	i
COc1cccc(NCc2cc3c(C(C)(C)C)nn(-c4ccccc4)c3[nH]c2=O)c1	i	i	i	i	-1	i	-3	i	i	-10	i
COCCn1c(SC(C)C(=O)Nc2ccc(Cl)cn2)nnc1-c1ccncc1 (stereo not drawn)	i	i	i	i	0	i	/	i	i	-6	i
COc1ccc(CCNC(=O)CSc2nc3ccccc3o2)cc1OC	i	i	i	i	-7	i	5	i	i	-12	i
CCCN(Cc1ccc(N(CC)CC)cc1)CC1CC1	i	i	i	i	-4	i	/	i	i	-15	i
COc1ccc(N2CCN(C(=O)c3cc4c(-c5cccc(OC)c5)nn(C)c4s3)CC2)cc1	i	/	/	/	10	/	7	i	i	/	/
CC1CCC2(CC1)NC(=O)N(Cc1cccc(C(F)(F)F)c1)C2=O (stereo not drawn)	i	i	i	i	1	i	-5	i	i	-11	i
O=C(N/N=C/c1ccccn1)C12CC3CC(CC(C3)C1)C2	i	i	i	i	-6	i	3	i	i	-6	i
O=C(NCCC1CCCCN1S(=O)(=O)c1ccccc1)C(=O)Nc1ccccc1F (stereo not drawn)	i	i	i	i	/	i	17	i	i	-3	i
CC(NC(=O)c1ccc(F)cc1)c1ccc(F)cc1 (stereo not drawn)	i	i	i	i	4	i	-6	i	i	-9	i
CCc1ccccc1NC(=O)CN1CCC(NC(=O)COC)CC1	i	i	i	i	-2	i	6	i	i	-8	i

An excerpt of these results, bar-delimited:
compound | KCNK3 block | TRPC4 PAM | KCNK9 block | KCNQ1 inh | HDAC3 inh | TRPC4 act | Dyrk1A ADPGlo | ANO1 activ | ANO1 block | hERG rescue | KCNQ1 pot
S=C(NCc1ccccc1)NC1CCSc2ccccc21 (stereo not drawn) | i | i | i | i | 0 | i | 1 | i | i | -4 | i
CCC(C)NC(=O)c1cc(S(=O)(=O)N2CCCCC2)c[nH]1 (stereo not drawn) | i | i | i | i | 8 | i | 0 | i | i | -13 | i
Cc1nccn1CC(=O)N/N=C/c1cc(Br)cs1 | i | i | i | i | 3 | i | -1 | i | i | 1 | i
